Screening results as filed in PubChem BioAssay.
APJ antagonist = antagonists of human apelin receptor APJ, primary screen, CHO-K1 cells, beta-arrestin complementation, luminescence; P35414; inhibition, % at 20 µM; 330,000 tested, 0.32% active; AID 2521, 2010;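 active means inhibition above about 40% at 20 µM, limit read from the data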;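 further: cells challenged with 10 nM apelin-13 agonist together with compound; plate controls were apelin-13 plus DMSO wells for no effect and DMSO wells lacking apelin-13 for full effect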
Target sequence (P35414 whole entry, looked up): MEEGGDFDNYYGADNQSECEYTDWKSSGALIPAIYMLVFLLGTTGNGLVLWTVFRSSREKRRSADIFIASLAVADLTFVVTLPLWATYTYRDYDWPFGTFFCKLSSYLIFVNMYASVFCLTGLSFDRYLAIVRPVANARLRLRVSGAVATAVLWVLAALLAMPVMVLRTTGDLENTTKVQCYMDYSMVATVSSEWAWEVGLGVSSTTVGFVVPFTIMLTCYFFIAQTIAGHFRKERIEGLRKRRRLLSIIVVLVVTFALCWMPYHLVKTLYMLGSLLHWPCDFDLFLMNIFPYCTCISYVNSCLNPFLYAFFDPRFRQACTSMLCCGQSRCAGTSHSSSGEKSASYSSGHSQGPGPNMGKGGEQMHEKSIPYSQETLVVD
697 NFkB inh = inhibitors of PMA/ionomycin-induced NF-kB reporter, 697 cells, primary screen, B-cell NF-kB inhibitor project, cell-based, luminescence, uHTS; 697 B-cell NF-kB luciferase reporter, 16 h; inhibition, % at 4 µM; 330,000 tested, 0.33% active; AID 435022, 2010; in the data active means inhibition above about 35%
Jurkat NFkB inh = inhibitors of induced NF-kB luciferase reporter, primary screen, TCR NF-kB activation inhibitor project, cell-based, luminescence, uHTS. Jurkat, PMA/ionomycin-induced NF-kB luciferase reporter. inhibition, % at 4 µM. 330,000 tested, 0.53% active; in the data active means inhibition above about 50%
Gli-Sufu antag = Gli-Sufu pathway antagonists, primary screen, luciferase luminescence, Sufu-KO-LIGHT cells, uHTS. Sufu-KO-LIGHT fibroblasts, Gli luciferase reporter luminescence. AID 588413, 2011. 340,000 tested, 0.74% active. inhibition, % at 5 µM;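 active means inhibition above about 55%, limit read from the data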;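 further: 0% = DMSO-treated cells and 100% = wells with medium but no cells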
EBI2 antag = EBI2 receptor antagonists, beta-arrestin recruitment, primary screen, cell-based, luminescence, 7a,25-OHC stimulation, uHTS; G-protein coupled receptor 183 (Homo sapiens), P32249; 7a,25-OHC stimulated; inhibition, % at 5 µM; 360,000 tested, 0.81% active; AID 651636, 2012; in the data active means inhibition above about 38%;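 further: enzyme fragment complementation signal reports receptor beta-arrestin coupling in cells; 0% = agonist plus DMSO wells and 100% = wells without agonist; some results beyond the cut were filed as inactive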
UBC13 polyUb = UBC13 polyubiquitin chain formation inhibitors, primary screen, biochemical, TR-FRET, uHTS; Ubiquitin-conjugating enzyme E2 N (Homo sapiens), P61088; inhibition, % at 20 µM; 330,000 tested, 0.47% active; in the data active means inhibition above about 45%, passing the limit was not always enough
Target sequence (P61088 whole entry, looked up): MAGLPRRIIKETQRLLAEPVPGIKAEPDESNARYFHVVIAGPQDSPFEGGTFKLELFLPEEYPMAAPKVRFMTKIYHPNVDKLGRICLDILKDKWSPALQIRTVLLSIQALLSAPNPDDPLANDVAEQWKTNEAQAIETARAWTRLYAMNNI
CCR6 antag = CCR6 receptor antagonists, primary screen, cell-based, CHO-K1, luminescence, beta-arrestin, uHTS; AID 493098, 2011; 340,000 tested, 0.49% active; C-C chemokine receptor type 6 (Homo sapiens), P51684; inhibition, % at 20 µM; CHO-K1 CCR6 PathHunter beta-arrestin, CCL20-stimulated;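 active means compounds whose inhibition of the agonist-driven luminescence signal at 20 µM reaches about 50%, limit read from the data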;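 further: cells stimulated with CCL20 at 14 nM final; plate controls were DMSO with CCL20 for no effect and DMSO without agonist for full effect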
CXCR6 block = CXCR6 receptor inhibitors, primary screen, cell-based, beta-arrestin, luminescence, CHO-K1 PathHunter, 1536-well. C-X-C chemokine receptor type 6 (Homo sapiens), O00574. inhibition, % at 20 µM. 360,000 tested, 0.36% active. AID 602244, 2012; in the data active means inhibition above about 34%, passing the limit was not always enough;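 further: antagonist mode with CXCL16 agonist at 10 nM final; 0% = 10 nM CXCL16 with DMSO and 100% = unstimulated wells without agonist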
Target sequence (O00574 whole entry, looked up): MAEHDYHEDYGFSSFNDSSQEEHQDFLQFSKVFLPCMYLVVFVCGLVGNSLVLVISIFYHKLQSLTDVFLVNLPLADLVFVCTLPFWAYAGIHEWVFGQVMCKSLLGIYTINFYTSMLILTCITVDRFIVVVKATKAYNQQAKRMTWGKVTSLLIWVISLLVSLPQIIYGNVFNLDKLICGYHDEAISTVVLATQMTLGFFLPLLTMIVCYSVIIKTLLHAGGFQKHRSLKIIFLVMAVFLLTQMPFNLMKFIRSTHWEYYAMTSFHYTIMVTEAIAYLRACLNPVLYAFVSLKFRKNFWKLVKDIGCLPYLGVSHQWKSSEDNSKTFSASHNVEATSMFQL
An asterisk follows results filed as active; . = no result given.

Preview:
| canonical_smiles | APJ antagonist | 697 NFkB inh | Jurkat NFkB inh | Gli-Sufu antag | EBI2 antag | UBC13 polyUb | CCR6 antag | CXCR6 block |
| --- | --- | --- | --- | --- | --- | --- | --- | --- |
| Cc1ccc(C)c(N2N=C(C(=O)Nc3cccnc3)CCC2=O)c1 | 14 | 3 | 16 | 3 | -3 | -7 | 15 | -4 |
| COc1ccccc1NC(=O)C1=C(C)Nc2nc(-c3cccs3)nn2C1c1cccc(O)c1 (stereo not drawn) | -28 | 5 | -12 | 8 | 3 | -2 | 10 | -5 |
| Cc1ccccc1/C(N)=N/OC(=O)/C=C/c1ccccc1 | -37 | -125 | -78 | -66 | 17 | -10 | -4 | -12 |
| Cc1cccn2c(=O)c(C=NCc3ccccc3)c(NCCO)nc12 | 11 | -3 | -9 | -6 | -6 | 0 | 17 | -6 |
| Cc1ccc(Cl)cc1NS(=O)(=O)c1ccc(-n2cccn2)cc1 | -18 | 3 | -6 | -7 | 9 | 4 | 7 | 0 |
| C=CCn1c(C)c(C(C)=O)c(SC)nc1=S | -2 | -9 | -13 | -2 | -4 | -10 | 8 | -2 |
| CCOc1cc(NC(=S)NCc2ccco2)c(OCC)cc1NC(=O)c1ccco1 | 19 | 5 | 2 | 14 | 25 | 2 | 9 | 14 |
| O=C(COC(=O)C12CC3CC(CC(C3)C1)C2)Nc1nccs1 | -12 | -1 | -1 | -5 | -7 | -10 | 7 | 8 |
| CCOC(=O)c1sc(NC(=S)NC(=O)C2CC2)cc1C | 26 | -56 | -11 | -17 | -10 | -11 | 33 | 22 |

The listing, previewed entries included:
| canonical_smiles | APJ antagonist | 697 NFkB inh | Jurkat NFkB inh | Gli-Sufu antag | EBI2 antag | UBC13 polyUb | CCR6 antag | CXCR6 block |
| --- | --- | --- | --- | --- | --- | --- | --- | --- |
| Cc1ccc(C)c(N2N=C(C(=O)Nc3cccnc3)CCC2=O)c1 | 14 | 3 | 16 | 3 | -3 | -7 | 15 | -4 |
| COc1ccccc1NC(=O)C1=C(C)Nc2nc(-c3cccs3)nn2C1c1cccc(O)c1 (stereo not drawn) | -28 | 5 | -12 | 8 | 3 | -2 | 10 | -5 |
| Cc1ccccc1/C(N)=N/OC(=O)/C=C/c1ccccc1 | -37 | -125 | -78 | -66 | 17 | -10 | -4 | -12 |
| Cc1cccn2c(=O)c(C=NCc3ccccc3)c(NCCO)nc12 | 11 | -3 | -9 | -6 | -6 | 0 | 17 | -6 |
| Cc1ccc(Cl)cc1NS(=O)(=O)c1ccc(-n2cccn2)cc1 | -18 | 3 | -6 | -7 | 9 | 4 | 7 | 0 |
| C=CCn1c(C)c(C(C)=O)c(SC)nc1=S | -2 | -9 | -13 | -2 | -4 | -10 | 8 | -2 |
| CCOc1cc(NC(=S)NCc2ccco2)c(OCC)cc1NC(=O)c1ccco1 | 19 | 5 | 2 | 14 | 25 | 2 | 9 | 14 |
| O=C(COC(=O)C12CC3CC(CC(C3)C1)C2)Nc1nccs1 | -12 | -1 | -1 | -5 | -7 | -10 | 7 | 8 |
| CCOC(=O)c1sc(NC(=S)NC(=O)C2CC2)cc1C | 26 | -56 | -11 | -17 | -10 | -11 | 33 | 22 |
| O=C(NC(Cc1ccccc1)C(=O)Oc1ccc2c(C(F)(F)F)cc(=O)oc2c1)OCc1ccccc1 (stereo not drawn) | . | . | . | 23 | -17 | . | -37 | -16 |
| CC(C)C(CC(=O)N1CCCCC1)C1CCOC(C)(C)C1 (stereo not drawn) | 4 | -46 | -1 | 6 | 1 | -13 | 13 | -5 |
| Cc1cccc(C(=O)N[C@H](C(=O)Nc2nc(C)cs2)C(C)C)c1 | -11 | 7 | -7 | -4 | -7 | -3 | 0 | 2 |
| O=C(COC(=O)c1cc([N+](=O)[O-])ccc1N1CCOCC1)Nc1ncc(Cl)cc1Cl | 16 | -5 | 3 | 21 | 15 | -6 | 6 | 5 |
| CC1(C)CC(=O)N(Cc2ccccc2)C(=O)C1 | -8 | -9 | -11 | 2 | -3 | 0 | 12 | -3 |
| COc1ccc(CCNC(=O)CSc2nc3c(c(=O)n(C)c(=O)n3C)n2C)cc1OC | 1 | 11 | -4 | 5 | 0 | 1 | -8 | 4 |
| CC(C)NC(=O)C(c1ccc(F)cc1)N(C(=O)CCC(=O)Nc1ccccn1)c1ccccc1F (stereo not drawn) | 21 | 15 | 14 | 0 | 4 | 3 | -8 | 0 |
| COc1ccc(-n2nc3c(N4CCC(C(=O)NC5CCCCC5)CC4)nnc(C)c3c2C)cc1 | 5 | 6 | 19 | 91* | -2 | 11 | 13 | -2 |
| Cc1cccc(C(C)C)c1NC(=O)COC(=O)CNS(=O)(=O)c1ccccc1 | 6 | -5 | 6 | 0 | -2 | -2 | 1 | 1 |
| O=C(CSc1nnc(Cc2cc(=O)[nH]c(=O)[nH]2)n1-c1ccc(Cl)cc1)NC1CCCC1 | -3 | 3 | -11 | -4 | -1 | 5 | 0 | 5 |
| Cc1cccc2cc(CN(CCc3ccccc3)C(=O)N3CCOCC3)c3nnnn3c12 | 3 | -7 | -7 | 11 | 14 | 8 | 4 | -2 |
| COc1ccc(CCNC(=O)C2CC(=O)N(c3ccc(C)cc3)C2)cc1 (stereo not drawn) | 0 | -4 | -8 | . | 0 | -4 | 7 | 0 |
| O=S1(=O)[C@H]2C[C@@H]3CC[C@]2(CN1Cc1cccc(F)c1)O3 | -7 | 1 | -2 | -8 | 2 | 0 | 5 | -6 |
| O=S(=O)(O)c1cc2oc(-c3ccccc3)nc2c2ccccc12 | 17 | 4 | -1 | -4 | -7 | -2 | -2 | -1 |
| O=C(O)c1ccc(Cn2cc(/C=C\[N+](=O)[O-])c3ccccc32)o1 | 16 | 0 | 9 | 4 | -9 | -8 | 16 | 10 |

Other results:
Screens by letter: A = APJ antagonist; B = 697 NFkB inh; C = Jurkat NFkB inh; D = Gli-Sufu antag; E = EBI2 antag; F = UBC13 polyUb; G = CCR6 antag; H = CXCR6 block
> O=c1c2c3c(sc2nc2n1N=C(c1cccs1)CS2)CCCC3
  A = -13; B = -313; C = -195; D = 8; E = -2; F = -17; G = 3; H = -2

> CCOc1ccccc1NC(=O)COC(=O)CN1C(=O)NC(C)(C)C1=O
  A = -2; B = 2; C = -11; D = -10; E = 0; F = 1; G = -2; H = 3

> COC(=O)C1=C(C(=O)c2ccccc2)C(c2ccc(OC)c(OC)c2)Nc2nnnn21 (stereo not drawn)
  A = 14; B = 17; C = 3; D = 2; E = -12; F = 6; G = 5; H = 13

> O=C(N/N=C/c1c[nH]c2ccccc12)c1ccc([N+](=O)[O-])cc1Cl
  A = -25; B = 11; C = 3; D = 1; E = 0; F = -2; G = 11; H = -34

> CC(C)N=C(NC#N)SCc1ccc(F)cc1
  A = -3; B = 9; C = 8; D = 1; E = 8; F = 10; G = -6; H = 6

> CN(C)c1ccc(/C=N\NC(=O)CC#N)cc1
  A = 13; B = 13; C = 2; D = -3; E = 2; F = -4; G = -10; H = -3

> O=C(N=C1SC2CS(=O)(=O)CC2N1Cc1ccc(Cl)cc1)C1CCCO1 (stereo not drawn)
  A = 14; B = 19; C = 5; D = -3; E = 2; F = 3; G = 3; H = -1

> O=C(NC1CCCCC1)C(c1ccccc1)N1CCc2ccccc21 (stereo not drawn)
  A = 27; B = 12; C = 0; D = 5; E = 9; F = 4; G = 9; H = -9

> Cc1nc(=O)c(-c2ccccc2)c(C)n1-c1ccc(Br)cc1
  A = 26; B = 1; C = 15; D = 46; E = -18; F = 5; G = 0; H = 2

> Cc1nn(-c2ccccc2)c(Cl)c1C(=O)Nc1nnc(C2CCCC2)s1
  A = -11; B = 8; C = -5; D = -3; E = 5; F = 9; G = -6; H = 4

> COC(CNc1ccc([N+](=O)[O-])c(NCC(OC)OC)c1C#N)OC
  A = 6; B = 3; C = 9; D = 9; E = -5; F = -4; G = 0; H = -21

> Clc1ccc(-c2nnc(-c3ccco3)o2)cc1
  A = 9; B = -56; C = -52; D = -61; E = -13; F = 3; G = 1; H = 1

> CCN(C(=O)CN1C(=O)NC2(CCc3ccccc32)C1=O)C1CCCCC1 (stereo not drawn)
  A = 12; B = 42*; C = 8; D = -2; E = -2; F = 2; G = 4; H = 6

> CNC(=S)N1CCN(c2ccccn2)CC1
  A = -7; B = 6; C = 16; D = 3; E = -7; F = 7; G = 3; H = -11

> Cn1nccc1C(=O)N1CCN(c2cccc(C(F)(F)F)c2)CC1
  A = 10; B = 0; C = 2; D = 3; E = 0; F = -2; G = 3; H = -1

> Cc1ccc(S(=O)(=O)N2CCC(C(=O)OCC(=O)N3CC(=O)Nc4ccccc43)CC2)cc1
  A = -6; B = -16; C = -5; D = -24; E = 11; F = -6; G = 0; H = 8

> O=c1c2ccccc2[nH]c2ccc(O)cc12
  A = -26; B = -30; C = -13; D = -27; E = -12; F = -15; G = -3; H = -1

> Cc1ccc(NC(=O)C(C)c2cccc(C(=O)c3ccccc3)c2)cc1 (stereo not drawn)
  A = -3; B = -23; C = 10; D = 7; E = 4; F = 0; G = -4; H = 6

> COc1ccc(-c2ccc(-c3cc(=O)oc4cc(OC)c(OC)c(OC)c34)cc2)cc1
  A = .; B = -4; C = .; D = 10; E = 1; F = .; G = 19; H = 7

> COc1ccc(NC(=O)c2ccc(NC(=O)c3cccs3)cc2)cc1
  A = 8; B = 6; C = -19; D = -4; E = 35; F = -6; G = 11; H = 3

> O=C(O)C1Nc2ccc(Br)cc2C2C=CCC12 (stereo not drawn)
  A = -5; B = 1; C = 4; D = 7; E = -4; F = 8; G = 4; H = 0

> Cc1ccc([N+](=O)[O-])cc1NC(=O)C1CCN(S(C)(=O)=O)CC1
  A = -4; B = 3; C = 2; D = 1; E = -10; F = -1; G = 15; H = 3

> CSc1nc2ccc(NS(=O)(=O)c3c(Cl)cccc3Cl)cc2s1
  A = -12; B = -45; C = 7; D = -13; E = -5; F = -24; G = 6; H = -5

> O=C(c1ccc(-c2ccccc2)cc1)N1CCCC1
  A = -1; B = 9; C = -16; D = -12; E = 2; F = -2; G = 3; H = -9

> COc1ccc(-c2noc(CSc3ccccc3)n2)cc1OC
  A = -11; B = -81; C = -61; D = -60; E = 8; F = 7; G = 12; H = 0

> COc1ccc(-c2cc(C(=O)Nc3c(Cl)cc(Cl)cc3Cl)c3ccccc3n2)cc1OC
  A = -3; B = 2; C = 7; D = 15; E = -22; F = 30; G = 15; H = -1

> COc1ccccc1N1Cc2ccccc2C1
  A = -2; B = 5; C = 8; D = -2; E = -5; F = -11; G = 5; H = 2

> N/C(=N\OC(=O)CCCOc1ccccc1)c1ccc([N+](=O)[O-])cc1
  A = 1; B = -18; C = 2; D = -2; E = 11; F = 9; G = -16; H = -15

> CCOc1ccc(CN(C)C(=O)CNC(=O)Cc2cccc3ccccc23)cc1
  A = -12; B = -4; C = -1; D = 45; E = 10; F = 2; G = 14; H = 8

> Cc1ccc(C(C(=O)NC2CCCC2)N(C(=O)c2csnn2)C2CC2)cc1 (stereo not drawn)
  A = 11; B = 6; C = 1; D = -10; E = 1; F = -6; G = 3; H = -3

> CCCCNC(=S)NNC(=O)c1ccco1
  A = 9; B = 16; C = 10; D = 1; E = 9; F = 5; G = 8; H = 8

> O=C(CSc1oc(-c2ccco2)nc1S(=O)(=O)c1ccc(Cl)cc1)NCC1CCCO1 (stereo not drawn)
  A = 9; B = 2; C = 6; D = 2; E = 1; F = 3; G = -1; H = -1

No enrichment for hits. About 3% of those tested had a hit in this group.
